PAX8 reporter: PAX8 transcriptional activity inhibition; inhibition, % at 12.6 µM; AID 652154; RMG-I TPO-luciferase reporter, SteadyGlo, 24 h; 1.2% of 360,000 active;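 active means mean replicate inhibition at least 60% with every replicate also reaching 60%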;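 further: luciferase light reporting Pax8 driven TPO promoter activity; plate controls were median of neutral control wells for no effect and mitoxantrone controls for full effect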
Statin myotox sup: protects C2C12 myotubes from simvastatin toxicity; AID 602340; 0.78% of 330,000 active; ATP luminescence, 48 h; scaled: DMSO 0, geranylgeraniol control 100; rescue of ATP level, % at 7.49 µM;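 active means mean ATP rescue above about 67%, or every replicate alone reaching that limit, limit read from the data, passing the limit was not always enough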;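 further: myotubes were challenged with 10 µM simvastatin during compound exposure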
PGC1a acetyl inh: PGC1a acetylation modulation, inhibitor mode. U2OS PGC1a acetylation, AlphaScreen anti-acetyl-lysine; with virally co-expressed GCN5 acetyltransferase. inhibition, % at 15.6 µM. 0.17% of 350,000 active;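 active means every replicate shows inhibition of at least 40%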;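 further: 0% = neutral control wells and 100% = positive control wells; some results beyond the cut were filed as inactive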
Cneo AK release: causes C. neoformans cell lysis. adenylate kinase release luminescence, 4 h; normalised: neutral wells 0, clomiphene wells 100. lysis activity, % at 15 µM. 0.2% of 360,000 active;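 active means mean lysis activity across replicates of at least 80%, whatever share of replicates individually reach that level; inactive means mean lysis activity below 80%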
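Assay system: log-phase C. neoformans yeast / Quantity: yeast cell density of 5 × 10^6 cells/mL / Medium: fresh YPD growth medium / Compound: single dose / Timing: static 4 h at 37 °C with compound, 1 h detection / Measured by: adenylate kinase release luminescence / Read-out: lysis from increased AK signal / Benchmarks: Clomiphene as positive lysis control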
LGR2 antag: Drosophila LGR2 receptor signaling inhibition; HEK293 LGR2, CRE-luciferase, bursicon-stimulated, 4 h; inhibition, % at 9.99 µM; 0.35% of 380,000 active;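 active means drop in luminescence signal, shown as inhibition above about 50% in the replicate tests, limit read from the data, passing the limit was not always enough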;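 further: agonist challenge used bursicon conditioned medium at about half maximal strength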
GSIS activator: primary screen for activators of insulin secretion dependent on glucose, INS-1E cells, GLuc reporter luminescence; INS-1E GLuc reporter insulin secretion, 2-3 h; activation, % at 16.6 µM; 0.61% of 370,000 active; AID 743287;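 active means lowest replicate activation of at least 40%, so every replicate reaches that level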;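 further: 0% = median of neutral control wells and 100% = median of IBMX positive control wells; some compounds called inactive have numbers as strong as hits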
PglD DTNB: PglD (C. jejuni) enzyme inhibition; purified PglD enzyme, DTNB colorimetric CoA detection; inhibition, % at 12.5 µM; 0.098% of 360,000 active; in the data active means inhibition above about 16%, passing the limit was not always enough; further: strong numbers were not always called active
ARNT-TACC3 inh: disrupts binding between human ARNT and TACC3; inhibition, % at 9.99 µM; 0.66% of 390,000 active; AID 623870; AlphaScreen His-ARNT PAS-B/GST-TACC3 binding, luminescence; TACC3 fragment carries E629A point mutation; Q9Y6A5;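 active means mean inhibition of replicates at least 50% and at least half of replicates each reaching 50%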;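 further: 0% = complete ARNT plus TACC3 wells and 100% = ARNT alone without TACC3; many hits fall short of the cut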
Starred values were filed as active, the others as inactive; x = not tested or not shown; & = joins results of further samples.

molecule	PGC1a acetyl inh	Statin myotox sup	PglD DTNB	Cneo AK release	ARNT-TACC3 inh	PAX8 reporter	LGR2 antag	GSIS activator
CCC(=O)Nc1ccc2c(c1)C(=O)N(C)C[C@H](OC)[C@@H](C)CN(CC1CC1)[C@@H](C)CO2	-4.2	4.2	-3.2	6.7	2.1	-9.5	-27.6	22.4
Cc1cc(N2C(=O)C3C4C=CC(C4)C3C2=O)no1 (stereo not given)	3.9	-0.6	-0.9	1.2	-3.1	-1.7	x	x
CCCOC1CCCN(C(=O)c2cc(COc3ccc(F)c(F)c3)on2)C1 (stereo not given)	-4.4	3.5	3.5	-1.0	1.3	-104.5	-47.0	-55.3
C[C@@H]1CCCCO[C@H](CN(C)Cc2ccc(C(=O)O)cc2)[C@H](C)CN([C@@H](C)CO)C(=O)c2cc(NC(=O)CCC(F)(F)F)ccc2O1	15.8	x	2.2	-6.8	-13.3	x	-2.9	18.2
COc1ccc2c3c([nH]c2c1)[C@H](CO)N(Cc1ccncc1)CC31CCN(C(=O)CN(C)C)CC1	1.8	x	x	x	x	-13.7	-11.3	22.5
Cc1ccc(C)c(COC(=O)c2cc(S(=O)(=O)N3CCCCC3)ccc2N2CCOCC2)c1	x	-14.1	-2.3	-3.4	0.3	12.2	6.3	-6.2
O=C(N/N=C/c1coc2ccc(Cl)cc2c1=O)c1ccc(O)cc1	x	-1.6	0.0	-5.2	26.9	-7.4	7.7	15.3
O=C(CCCl)N1CCCC2(CCCCC2)C1	-2.4	-11.7	-3.5	-4.5	-3.8	-3.9	7.6	-9.7
CCOC(=O)C1CCN(C(=O)N(C)C)CC1	-13.6	-8.1	-2.0	0.7	-11.5	x	-2.4	12.9
O=C(Cc1ccccc1)N1C[C@@H]2[C@H](c3ccccc31)[C@H](CO)N2S(=O)(=O)c1ccccc1	0.3	-3.1	2.0	5.2	3.5	10.3	3.5	-7.6
CC1Cc2ccccc2N1S(=O)(=O)c1cccc(C(=O)NCc2ccncc2)c1 (stereo not given)	-16.5	-24.7	x	-0.7	-46.8	10.5	10.1	-43.6
COc1ccc(NC(=O)c2c(-c3ccccc3)noc2C)c(OC)c1	0.6	-2.3	-1.2	-0.3	1.2	x	-15.2	5.8
CN=c1sc(C(=O)Nc2cccc(Cl)c2)cc(=O)n1C	-22.2	14.9	-2.0	-1.2	-6.7	x	x	x
COCC#Cc1cnc2c(c1)C(=O)N([C@@H](C)CO)C[C@H](C)[C@@H](CN(C)C(=O)C1CCOCC1)O2	5.6	-4.3	4.1	-4.5	-7.0	-7.0	-17.1	39.4
CCN(CC)Cc1csc2ccc(Br)cc12	5.9	100.1*	-1.2	2.1	-7.3	x	x	x
CC(=O)Nc1ccc(NC(=O)Cn2c(=O)n(-c3ccccc3)c(=O)c3oc4ccccc4c32)cc1	14.2	x	x	x	-11.1	19.3	-1.4	-4.7
O=C(NCC(c1ccco1)N1CCOCC1)C1CCCCC1 (stereo not given)	-10.0	-7.6	-1.0	-0.1	9.3	x	-1.7	5.6
COc1cccc(C(=O)Nc2ccc(-n3nncc3C(C)(C)C)cc2)c1	x	x	x	x	6.3	-13.6	10.8	-22.0
CCOC(=O)N1CCN(C(=O)C(=O)N/N=C/c2ccc(OC)cc2OC)CC1	1.4	x	x	x	3.1	-2.0	-5.4	-3.9
CN(C)CCCOc1ccc2c(c1)Sc1ccccc1CC2=O	x	x	x	x	12.8	11.4	-2.9	55.6
Cc1ccc(-c2nc(NCc3ccco3)n(S(C)(=O)=O)n2)cc1	5.0	8.9	-0.5	1.1	-0.7	-74.0	-76.7	4.6
CC1=CC(C)(C)Nc2ccc(OC(=O)CN3C(=O)CCC3=O)cc21	-9.2	32.8	-0.4	25.2	-1.9	x	x	x
COc1ccc(OC)c(NC(=O)C2CCCN(S(=O)(=O)c3c(C)noc3C)C2)c1 (stereo not given)	-4.8	-3.3	-2.7	0.1	0.5	x	x	x
O=C(NCc1cccnc1)c1cccc2c1C(=O)N(Cc1cccnc1)C2	3.9	2.3	-3.3	2.9	2.7	7.7	x	27.0
Cc1[nH]c(=O)[nH]c(=O)c1S(=O)(=O)Nc1ccc(Br)cc1F	2.2	5.8	2.5	0.2	-10.7	-4.7	-6.7	-4.0
C[C@@H]1CN([C@@H](C)CO)S(=O)(=O)c2ccc(-c3cncnc3)cc2O[C@@H]1CN(C)C(=O)C1CC1	5.5	-0.3	x	x	x	x	23.9	6.3
Cc1ccc(NC(=O)C(C)OC(=O)/C=C/c2ccccc2)cc1 (stereo not given)	-1.8	-4.9	-6.7	0.7	-7.6	7.7	-4.2	21.6
C[C@@H]1CN([C@H](C)CO)C(=O)c2cc(NC(=O)Nc3ccc4c(c3)OCO4)ccc2O[C@@H](C)CCCCO[C@H]1CN(C)C(=O)C1CCCCC1	13.6	x	-1.9	3.3	3.3	x	13.1	-3.6
Cc1ccc(S(=O)(=O)/N=c2\ccc(Cl)cn2C(F)F)cc1	x	x	x	x	1.1	6.4	8.6	20.0
O=C(CCc1nnc(Cc2cccc(C(F)(F)F)c2)o1)NCCc1ccccc1F	x	9.2	-2.5	-2.8	-3.8	-44.8	-29.3	-7.7
CCC(C)[C@H](NC(=O)C1CCC(CNC(=O)[C@@H]2CCCN2C(=O)OC(C)(C)C)CC1)C(=O)O (stereo not given in full)	-4.4	13.9	-2.9	-4.2	-1.4	4.7	-1.8	10.9
O=C(Cc1ccncc1)NCC[C@H]1CC[C@H](NC(=O)C2CC2)[C@H](CO)O1	-10.4	5.8	-0.2	0.4	-4.5	4.8	2.1	4.0
CCOc1ccc(S(=O)(=O)NCc2ccccn2)cc1NC(=O)c1ccccc1F	4.6	-30.1	4.3	-3.5	3.9	36.9	-11.7	10.1
O=C(CSc1c2c(nc3cc(Cl)ccc13)CCCC2)NCCCN1CCOCC1	x	x	x	x	6.6	8.4	-6.7	-5.3
C[C@H](CO)N1C[C@H](C)[C@H](CN(C)S(=O)(=O)c2ccc(Cl)cc2)Oc2ccc(NC(=O)C3CCCCC3)cc2CC1=O	1.1	22.9	-4.3	-13.1	-5.9	x	15.2	-3.7
CCCNC(=O)N(C)C[C@@H]1Oc2cc(C#CC(C)(C)O)ccc2S(=O)(=O)N([C@H](C)CO)C[C@H]1C	-10.6&4.4&2.0	4.3&-1.0&4.9	-1.8&4.8&9.7	-0.5&-3.4&1.2	4.7&-2.8	4.0&4.2	-15.6&-10.3	-5.4&0.9
O=C1c2ccc([N+](=O)[O-])cc2C(=O)N1CNc1ccccn1	12.4	x	x	x	1.1	-5.2	-12.1	1.9
O=C(Nc1nccs1)C1CCN(S(=O)(=O)c2ccccc2)CC1	12.9	-1.3	-5.4	1.6	x	4.5	-0.7	6.0
O=S(=O)(NCCOCCNS(=O)(=O)c1ccccc1)c1ccccc1	-0.3	-17.6	-2.2	1.1	3.3	x	x	x
Cc1ccc(-c2csc3nc(SCC(=O)N(C)C)n(Cc4ccccc4)c(=O)c23)cc1	-0.7	x	1.4	9.8	-3.9	11.0	13.9	-28.4
Nc1ccc(-c2nnn(Cc3ccccc3)n2)cc1	x	16.4	0.5	3.0	-3.0	-136.5	-61.2	6.8
O=C(Nc1ccc(C(F)(F)F)cc1)N[C@@H]1C=C[C@@H](CC(=O)N2CCCCC2)O[C@H]1CO	-0.5	-0.8	0.3	1.2	46.3*	20.5	-16.6	2.9
FC(F)(F)c1ccnc(Sc2n[nH]c(C(F)(F)F)n2)c1	-1.0	-8.5	x	x	-4.0	6.0	-14.2	0.0
Cc1ccc(C(=O)OC2CCN(c3ccc([N+](=O)[O-])cc3)CC2)cc1	-19.6	1.0	-2.9	1.1	-4.4	-1.3	x	x
CCOC(=O)c1sc(NC(=O)c2ccc(S(=O)(=O)N3CCCCC3)cc2)nc1-c1ccccc1	-6.5	x	-5.7	-0.4	21.2	-8.8	14.5	-39.1
CCCC#Cc1cnc2c(c1)C(=O)N([C@H](C)CO)C[C@@H](C)[C@H](CN(C)C)O2	-2.7	2.4	0.5	-1.0	22.0	x	-8.3	16.5
CC(=O)CCC1C2C(O)C(C(C)C)C(OC(=O)/C=C/c3ccccc3)CC12C (stereo not given)	-1.6	3.4	1.8	-0.5	2.0	x	x	x
O=C(O)COc1ccc(S(=O)(=O)N2CCCC2)cc1	x	13.9	-5.6	1.7	-6.7	-10.3	-3.0	14.2

Record cards, as listed above. Order of screens: PGC1a acetyl inh | Statin myotox sup | PglD DTNB | Cneo AK release | ARNT-TACC3 inh | PAX8 reporter | LGR2 antag | GSIS activator
CCOC(=O)c1sc(NC(=O)c2ccc(S(=O)(=O)N3CCCCC3)cc2)nc1-c1ccccc1 is entered as -6.5 | x | -5.7 | -0.4 | 21.2 | -8.8 | 14.5 | -39.1
Cc1ccc(C(=O)OC2CCN(c3ccc([N+](=O)[O-])cc3)CC2)cc1 is entered as -19.6 | 1.0 | -2.9 | 1.1 | -4.4 | -1.3 | x | x
Nc1ccc(-c2nnn(Cc3ccccc3)n2)cc1 is entered as x | 16.4 | 0.5 | 3.0 | -3.0 | -136.5 | -61.2 | 6.8

New compounds follow.
molecule	PGC1a acetyl inh	Statin myotox sup	PglD DTNB	Cneo AK release	ARNT-TACC3 inh	PAX8 reporter	LGR2 antag	GSIS activator
O=C(C[C@H]1CC[C@@H](NC(=O)Nc2cc(F)ccc2F)[C@@H](CO)O1)NCCCN1CCOCC1	-3.7	1.3	2.1	-0.8	-10.0	-7.5	-9.4	23.3
COc1ccc(-c2cn3cccnc3n2)cc1F	x	x	x	x	-5.0	-11.9	-29.9	9.3
C[C@@H]1CN([C@H](C)CO)C(=O)Cc2cc(NC(=O)Cn3cnnn3)ccc2O[C@@H]1CN(C)S(=O)(=O)c1ccccc1	4.9	22.3	2.5	6.5	-1.3	15.4	-0.7	3.6
CCOCCCNc1ccc(-c2ccccc2)nn1	-18.7	-19.8	2.3	-6.1	-4.9	x	-26.0	8.1
Cc1ccc(CNC(=O)C2CCN(S(=O)(=O)c3c(C)noc3C)CC2)cc1	-11.8	-0.8	-0.1	-1.5	-7.7	2.9	x	x
CO[C@@H]1CN(C)C(=O)c2cc(NC(=O)C3CCC3)ccc2OC[C@@H](C)N(Cc2ccncc2)C[C@H]1C	-4.4	-3.6	4.2	-2.7	1.4	x	-7.8	6.0
O=C(Nc1ccc(Cl)cc1C(=O)N1CCCC1)c1cccc([N+](=O)[O-])c1	13.8	2.7	-4.7	7.3	x	-3.4	6.6	3.4
Cc1cccc(NC(=O)c2nc[nH]c2C(=O)NCC(=O)OC(C)(C)C)c1	x	0.4	-2.0	-5.0	6.1	24.5	-1.2	-17.2

Assay outcomes (PubChem BioAssay)
